# NPYLR7 agonist – mosquito NPYLR7 agonism; AID 1259423; activation, % at 10 µM; HEK293T NPYLR7/Galpha15, GCaMP6s calcium fluorescence; hit rate 0.15% among 270,000; in the data active = activation above about 40%;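 also: 0% = vehicle and 100% = reference agonist at the receptor; some compounds past the cut are filed as inactive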
# mcGAS inh – blocks mouse cGAS activity; Q8C6L5; recombinant cGAS, Kinase-Glo ATP depletion luminescence; inhibition, % at 12.5 µM; hit rate 0.15% among 160,000; AID 1259399;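 also: 0% = negative control wells and 100% = reference inhibitor with no enzyme activity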
# hcGAS inh – blocks human cGAS activity; Q8N884; recombinant h-cGAS, ATP depletion, Kinase-Glo luminescence; inhibition, % at 12.5 µM; hit rate 0.081% among 290,000; AID 1259398;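 also: 0% = vehicle reaction and 100% = reaction without DNA for no activity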
# Target sequence (Q8N884 whole entry, looked up): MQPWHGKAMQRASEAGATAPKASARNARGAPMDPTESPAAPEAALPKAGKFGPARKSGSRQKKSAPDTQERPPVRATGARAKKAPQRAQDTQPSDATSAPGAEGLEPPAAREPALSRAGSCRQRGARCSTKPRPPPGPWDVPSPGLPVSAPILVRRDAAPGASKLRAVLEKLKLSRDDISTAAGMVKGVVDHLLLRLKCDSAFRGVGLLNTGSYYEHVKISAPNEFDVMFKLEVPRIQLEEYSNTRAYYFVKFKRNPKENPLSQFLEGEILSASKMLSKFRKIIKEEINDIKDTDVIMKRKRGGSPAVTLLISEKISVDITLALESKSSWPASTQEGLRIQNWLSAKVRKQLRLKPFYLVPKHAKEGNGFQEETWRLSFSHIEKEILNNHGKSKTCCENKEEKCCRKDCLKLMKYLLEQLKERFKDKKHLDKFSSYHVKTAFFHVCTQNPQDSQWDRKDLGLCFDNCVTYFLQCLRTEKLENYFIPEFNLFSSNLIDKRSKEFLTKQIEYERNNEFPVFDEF
# * = called active by the depositor; . = not tested or not shown; & = joins results of further samples. Rule as the data show it, unless noted: active = inhibition above about 40%; inactive = the rest.
# Results follow in this order: hcGAS inh	NPYLR7 agonist	mcGAS inh
CN(CCO)c1nc(N)c2c(N)nc3c(c2c1C#N)CC(=O)N3CCC1=CCCCC1
    -3	-5	.
COc1cccc(CN2CCN(Cc3cccc4cnccc34)CC2=O)c1
    -9	24	-12
CON(C)C(=O)c1ccc(C)c(NC(C)=O)c1
    0	13	.
COc1ccc(-c2noc(-c3nnn(-c4cc(Cl)c(OC)cc4OC)c3C)n2)cc1
    -3	3	-8
COc1ccc(Oc2cc(N3CCOCC3)ncn2)cc1
    -5	-9	-4
CCOC(=O)NC(=S)NN1CCN(NC(=S)NC(=O)OCC)CC1
    4	-2	.
O=C(NCCCC(=O)N1CCN(Cc2ccc(-c3noc(-c4cccc(C(F)(F)F)c4)n3)cc2)CC1)OCc1ccccc1
    -2	15	-5
Cc1nnc(NC(=O)C2CCN(S(=O)(=O)c3cc(C(F)(F)F)ccc3Cl)CC2)o1
    2	-1	.
CCC(C)C(NC)C(=O)O (stereo not given)
    -6	-2	.
O=C(OCc1c(Cl)cccc1Cl)c1cccs1
    -1	3	-3
CCOC(=O)c1cnc(C(=O)NCc2ccnn2C)c(Cl)c1
    -5	3	-15
O=C(C(c1ccccc1)n1cccn1)N1CCc2ccccc2C1 (stereo not given)
    -6	1	.
CCOc1ccc(OCC(=O)OCn2c(SC)nnc(C)c2=O)cc1
    -6	0	-8
N#Cc1c(N)n(-c2ccc(S(N)(=O)=O)cc2)c2nc3ccccc3nc12
    -3	7	.
Cc1ccsc1CN(Cc1ccc2c(c1)OCO2)C(=O)CN(C(=O)CCc1ccccc1)C1CCCCC1
    -8	-6	-6
CC(C)CN(Cc1c(-c2ccccc2)nn(C)c1Oc1ccccc1F)CC(O)Cc1ccccc1 (stereo not given)
    -4	0	-4
COc1cc2c(cc1OC)C(CNC(=O)Cc1ccccc1)N(C(=O)Nc1cccc(F)c1)CC2 (stereo not given)
    -6	3	-5
CCOC(=O)CCC(=O)N1CCN(c2ccc(-c3cc(C(=O)OCC)nn3-c3ccccc3Cl)cc2)CC1
    9	6	4
Cc1nc(SC(C)c2nc3sc(C)c(C)c3c(=O)[nH]2)n(C2CCCC2)c1C (stereo not given)
    -6	0	.
OC(CN1CCOCC1)c1ccc(-c2ccc(-c3ccn[nH]3)cc2)cc1 (stereo not given)
    -4	17	.
O=C(Cc1cccs1)N1CCc2c(c(C(=O)N3CCOCC3)nn2CCCc2ccccc2)C1
    -6	14	-6
CCOC(=O)[C@H]1[C@@H](O)C(=O)N(C)C12CCN(S(=O)(=O)c1cccs1)CC2
    3	23	-4
Cc1ccc(-c2nnc(SCCCCC(=O)NCCc3ccc(Cl)cc3Cl)n2-c2ccc(Cl)c(Cl)c2)cc1
    -2	25	-5
Cc1cc(C)c[n+](C(C)C(=O)c2ccc(Cl)cc2)c1 (stereo not given)
    -2	-12	-8
CCC(OC)C(=O)C(C#N)c1nc(-c2c(F)cccc2F)cs1 (stereo not given)
    -4	9	.
CCc1cc(N2CCOCC(O)(CN3CCCC3)C2)nc(N2CCCC2)n1 (stereo not given)
    -11	.	-7
COc1ccc(C(=O)Nc2nc3ccccc3s2)cc1[N+](=O)[O-]
    3	-4	-1
CCN(CC)C(=O)C1(C)CCN1C(=O)c1cccc(F)c1 (stereo not given)
    -11	1	.
Cc1ccccc1-n1c(Cc2ccccc2)nnc1SCc1ccc(C(=O)N2CCOCC2)cc1
    -5	15	-8
O=C1CCNC2(CCCCC2)N1O
    -1	6	.

# Part of the list above, as labelled records:
CCOC(=O)NC(=S)NN1CCN(NC(=S)NC(=O)OCC)CC1
  hcGAS inh = 4
  NPYLR7 agonist = -2
  mcGAS inh = .
COc1ccc(-c2noc(-c3nnn(-c4cc(Cl)c(OC)cc4OC)c3C)n2)cc1
  hcGAS inh = -3
  NPYLR7 agonist = 3
  mcGAS inh = -8

# Whole records, looked up by structure.
# `O=C(Cc1cccs1)N1CCc2c(c(C(=O)N3CCOCC3)nn2CCCc2ccccc2)C1` is listed with hcGAS inh = -6; NPYLR7 agonist = 14; mcGAS inh = -6
# `O=C(NCCCC(=O)N1CCN(Cc2ccc(-c3noc(-c4cccc(C(F)(F)F)c4)n3)cc2)CC1)OCc1ccccc1` is listed with hcGAS inh = -2; NPYLR7 agonist = 15; mcGAS inh = -5
# `CCN(CC)C(=O)C1(C)CCN1C(=O)c1cccc(F)c1` (stereo not given) is listed with hcGAS inh = -11; NPYLR7 agonist = 1; mcGAS inh = .

# Other entries follow.
# Results follow in this order: hcGAS inh	NPYLR7 agonist	mcGAS inh
Cc1ccc2[nH]c3c(c2c1)CCCC3NCc1ccccc1 (stereo not given)
    0	-7	-6
CC1CCC(C(C)C)C(OCC(O)CNC(C)C)C1 (stereo not given)
    -7	-4	-3
Cc1nc2sccn2c(=O)c1NC(=O)c1ccc2ccccc2n1
    1	-8	-1
CCCN(CC(=O)Nc1cc(C(C)(C)C)nn1-c1ccc(C)cc1)C(=O)Nc1ccc(C)cc1
    -3	0	-3
Cc1nn(-c2ccccc2)c(C)c1P(=O)(c1ccccc1)N(C)C (stereo not given)
    -1	5	.
CCn1c(N/N=C\c2ccc(F)cc2)nc2c1c(=O)[nH]c(=O)n2C
    -6	-1	-7
CS(=O)(=O)c1ccc(C(=O)Nc2cnc3n2CCCC3)cc1
    -5	19	.
CCc1nc2ccc(C(=O)NCc3ccc(N(C)C)cc3)cn2c1N(C)Cc1nccn1C
    -5	-3	-3
CC#CC(=O)N1CCC(CCc2ccccc2)(C(=O)OCC)CC1
    -5	3	-5
Cc1cc(C(=O)OCC(=O)NCc2ccco2)ccc1N1CCNC1=O
    -8	8	.
CCc1cccc2c(C(CC(=O)NCCCOC)c3ccccc3OC)c[nH]c12 (stereo not given)
    -7	2	-9
Cc1ccc(-c2cc(C(=O)NCc3nnc4n3CCC4)n[nH]2)s1
    -6	4	.
O=C(/C=C/c1ccc2c(c1)OCCO2)N(Cc1ccccn1)C1CC1
    -6	1	-11
Cc1cc(NC(=O)CSc2nnc(-c3ccco3)n2C)no1
    -2	12	-5
O=C(CC12CC3CC(CC(C3)C1)C2)OCC(O)CN1CCOCC1 (stereo not given)
    -7	10	-9
O=C(Nc1ccc(C2SCC(=O)N2c2ccc(F)cc2)cc1)C1CC1 (stereo not given)
    -5	.	-5
Cc1ccccc1C1CCCN1S(=O)(=O)NCc1ccccc1 (stereo not given)
    -3	-1	.
CC(C)COc1nc(-c2ccc3c(c2)OCO3)n(-c2ccc(NC(=O)CCc3ccccc3)cc2)n1
    -2	17	-6
O=C(Cn1nc2c(c1NC(=O)c1ccc3c(c1)OCO3)CSC2)NCc1ccccc1
    -6	-5	-8
COCCNC(=O)C(NC(=O)c1ccc(OC)cc1)C1CCN(C(=O)CCc2ccccc2)CC1 (stereo not given)
    -5	8	-5
COc1ccc(C(=O)N2CCC(C(=O)c3ccc4c(c3)OCCO4)CC2)c(OC)c1OC
    -4	3	.
CCCCCC1(C)C2SCC(=O)N2CCN1CC(=O)NN (stereo not given)
    -2	2	-4
Cc1ccc(C)c(NCN2C(=O)C3CC=CCC3C2=O)c1 (stereo not given)
    2	1	.
Cc1nc(C)c(C(=O)NCc2cc(-c3ccc4c(c3)CC(C)O4)on2)s1 (stereo not given)
    6	-1	.
CN(C(=O)CN1CCN(c2cc(-c3ccccc3Oc3ccccc3)ncn2)CC1)c1ccccc1
    -7	27	.
CN1CCCC1CCn1ccnc1-c1cc(C(C)(C)C)[nH]n1 (stereo not given)
    2	-8	0
Cc1ccc(-n2c(=O)c3ccccc3n(Cc3ccc(C(=O)NC4CC4)cc3)c2=O)cc1C
    -1	-1	-5
Cc1ccc(C)c(S(=O)(=O)N2CC3(C)CC2CC(C)(C)C3)c1 (stereo not given)
    -6	-6	.
O=C(NCc1ccc(-c2ccc(F)cc2)o1)c1cccnc1
    -8	5	.
COc1cc(=O)n(-c2ccccc2)nc1C(=O)Nc1ccccc1C(N)=O
    -6	4	.

# 5 structures out of the list, sorted by count of non-hydrogen atoms, ascending:
# Results follow in this order: hcGAS inh	NPYLR7 agonist	mcGAS inh
CCCCCC1(C)C2SCC(=O)N2CCN1CC(=O)NN (stereo not given)
    -2	2	-4
O=C(/C=C/c1ccc2c(c1)OCCO2)N(Cc1ccccn1)C1CC1
    -6	1	-11
Cc1cc(C(=O)OCC(=O)NCc2ccco2)ccc1N1CCNC1=O
    -8	8	.
CCc1nc2ccc(C(=O)NCc3ccc(N(C)C)cc3)cn2c1N(C)Cc1nccn1C
    -5	-3	-3
CCCN(CC(=O)Nc1cc(C(C)(C)C)nn1-c1ccc(C)cc1)C(=O)Nc1ccc(C)cc1
    -3	0	-3

# New compounds follow.
# Results follow in this order: hcGAS inh	NPYLR7 agonist	mcGAS inh
CN(Cc1csc(-c2ccccc2)n1)C(=O)c1c(O)cccc1O
    -1	-11	.
COCCN(Cc1ccsc1)C(=O)c1ccc2cccc(F)c2n1
    -2	-7	-15
Nc1nc(NCc2ccccc2)nc(-c2ccccc2CO)n1
    0	-4	-3
O=C(CC1C(=O)NCCN1CC1CCCCC1)NCCc1cnccn1 (stereo not given)
    -11&4	14&-1	-10&-3
CSc1nnc(SCC(=O)N2CCN(CC=Cc3ccccc3)CC2)s1
    -1	1	.
COCCCN(CC(=O)N(CCc1c[nH]c2ccccc12)Cc1ccccc1)C(=O)Cc1ccc(OC)cc1
    -9	20	-4
COc1cccc(OC)c1CC(=O)N(C)c1ccc2ccccc2n1
    -10	6	.
CC(Cc1cccc(Cl)c1)NC(=O)C1CC(=O)N(C2CC2)C1 (stereo not given)
    -10	2	.
Fc1ccc(/C=N\N2CCCCC2)c(F)c1
    -11	18	.
O=C(NCCS(=O)(=O)N1CCc2ccccc2C1)c1ccccc1S(=O)(=O)C(F)F
    -8	10	.
COc1ccc(/C=C/C(=O)N2CCCC(Nc3ccc4c(c3)OCCO4)C2)cc1OC (stereo not given)
    -9	7	.
CNC(=S)NN=Cc1ccc(F)cc1F
    -9	3	.
O=C(CN1CCN(C(=O)C2CCCO2)CC1)Nc1ccc(-c2ccccc2)cc1 (stereo not given)
    -4	10	.
NS(=O)(=O)c1ccc(CNc2ncccc2C(=O)O)cc1
    -7	10	.
COc1ccc(CCN(Cc2ccc(C)s2)C(=O)CN(C(=O)Nc2ccc(Cl)c(Cl)c2)C(C)C)cc1OC
    -3	-3	0
CCCc1cc(-c2ccccc2C(C)=O)nc(C)n1
    -5	3	.
CCc1ncn(C)c1NC(=O)c1cc(C(C)C)n(C(C)(C)C)n1
    -5	-6	1
CCOC(=O)c1[nH]c(C)c(C(=O)CN(CC)S(=O)(=O)c2ccc(Br)cc2)c1C
    -6	16	-6
Cn1c(Nc2ccc(N3CCCC3)cc2)c(C#N)c(=O)n(C)c1=O
    -9	6	-7
Cc1sc2nc(C3CC3)nc(N3CCN(C(=O)Nc4ccccc4Br)CC3)c2c1C
    -2	-8	-3
CCOC(CC)c1n[nH]c(=O)n1-c1c(C)noc1C (stereo not given)
    -1	8	.
COc1ccc(CNC(=O)c2cccnc2N2CCN(C(=O)c3ccc(C#N)cc3)CC2)cc1
    -4	3	-7
CCSc1nc(CC(=O)NCc2c(F)cccc2F)cs1
    -5	-4	.
CC(C)C(C)N(Cc1ccc(Cl)cc1)Cc1nc(C(=O)N2CCCCC2)co1 (stereo not given)
    -6	4	-8
CN(Cc1ccccc1)Cc1cc(C(=O)NC2C=CS(=O)(=O)C2)no1 (stereo not given)
    -7	.	-12
Cc1c(C)n2c3c(=O)n(Cc4ccccc4Cl)c(=O)n(C)c3nc2n1CCN(C)C
    -7	-3	-9
OCC1(CCc2ccccc2)CCN(c2nccc3occc23)CC1
    6	-3	.
Cc1cc(F)ccc1NC(=O)CCNC(=O)c1c(O)cccc1O
    -5	-1	-16
Cc1ccn2c(=O)nc(SCC(=O)N(C)c3ccccc3)nc2c1
    -10	4	-9
CC(C)S(=O)(=O)c1ncc(CN(C)Cc2cnccn2)n1Cc1ccccc1F
    -4	6	.
CCOc1ccc(NC(=O)N(CC(=O)N(Cc2ccccc2)Cc2ccc(C)s2)CC(C)CC)cc1 (stereo not given)
    0	6	-6
CCSc1nnc(NC(=O)c2cccc(C(=O)Nc3nnc(SCC)s3)n2)s1
    -7	-8	-7
COc1ccc(CNC(=O)c2cn(Cc3ccc(S(=O)(=O)N(C)C)cc3)c(=O)s2)cc1
    -4	13	.
NC(=O)c1ccc2nc(-c3ccc(Oc4ccc(Cl)cc4)cc3)[nH]c2c1
    -1	-6	-6
Cc1cc(C(=O)N2CCC(O)(CN(C)C)C2)sc1-c1ccccc1 (stereo not given)
    -9	10	.
COc1cc(N2CCN(CCc3ccccc3)CC2)ncn1
    -4	11	-17
COC(=O)c1ccc(CSc2nnc(C)c3cnn(-c4ccccc4)c23)o1
    -1	-9	-9
CCOc1ccc(NC(=O)NCCN(C(C)C)C(C)C)cc1
    -3	-11	-3
CC(c1ccccc1)N(Cc1cc(N)ccc1N(C)C)C(=O)c1ccccc1Cl (stereo not given)
    -4	3	-6
C=CCCC(O)CN(Cc1cccc(C)c1)Cc1ccco1 (stereo not given)
    -1	-3	0
c1coc(C(CNCc2ccc(-c3nc4ccccc4s3)o2)N2CCCC2)c1 (stereo not given)
    -5	3	.
CC1SCCN(S(=O)(=O)c2c[nH]c3ncccc23)C1C (stereo not given)
    -5	0	.

# Source: PubChem BioAssay (Fisher Drug Discovery Resource Center)
